PAFAH1B2 inh = blocks human PAF acetylhydrolase 1b catalytic subunit 2; P68402; recombinant PAFAH1B2, FP-rhodamine activity probe, fluorescence polarization; inhibition, % at 3.39 µM; 340,000 tested, 1.2% active;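 active = inhibition above the mean of all tested compounds plus 3 SD, cut at about 24% in these data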;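 also: 0% = enzyme with DMSO and 100% = wells lacking PAFAH1B2; many of its hits are not listed in these tables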
LYPLA1 counter = LYPLA1 (human) inhibition in PME1 counter-screen. recombinant LYPLA1, FP-Rh probe fluorescence polarization. 320,000 tested, 0.16% active. inhibition, % at 5.9 µM. O75608;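 active = inhibition above the mean of all tested compounds plus 3 SD, set per campaign, cut at about 14% in these data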;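 also: inhibitors block serine hydrolase probe labeling of LYPLA1 so polarization falls; 0% = enzyme with DMSO and 100% = wells lacking LYPLA1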
PAFAH2 FP inh = inhibitors of human PAFAH2; Q99487; recombinant PAFAH2, FP-rhodamine activity probe, fluorescence polarization; inhibition, % at 3.39 µM; 340,000 tested, 0.99% active; AID 492956;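 active = inhibition above the mean over all tested compounds plus 3 SD, cut at about 30% in these data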;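 also: inhibitors block probe labeling of enzyme so polarization drops; 0% = enzyme with DMSO and 100% = wells lacking PAFAH2 protein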
PAD4 FP inh = blocks human protein arginine deiminase 4. Q9UM07. recombinant PAD4, RCA probe fluorescence polarization. inhibition, % at 6.36 µM. 330,000 tested, 0.41% active. AID 485272;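 active = percent inhibition above a cutoff equal to the mean of all tested compounds plus 3 SD, cut at about 15% in these data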;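 also: 0% = PAD4 with RCA probe and DMSO and 100% = probe without PAD4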
PAFAH1B3 inh = blocks human PAF acetylhydrolase 1B catalytic subunit 3; 340,000 tested, 0.28% active; inhibition, % at 3.39 µM; recombinant PAFAH1B3, FP-rhodamine probe, fluorescence polarization;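 active = inhibition above the screen-wide average of all tested compounds plus 3 SD, cut at about 25% in these data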;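 also: 0% = enzyme with DMSO only and 100% = wells lacking PAFAH1B3 protein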
Target sequence (Q15102 whole entry, looked up): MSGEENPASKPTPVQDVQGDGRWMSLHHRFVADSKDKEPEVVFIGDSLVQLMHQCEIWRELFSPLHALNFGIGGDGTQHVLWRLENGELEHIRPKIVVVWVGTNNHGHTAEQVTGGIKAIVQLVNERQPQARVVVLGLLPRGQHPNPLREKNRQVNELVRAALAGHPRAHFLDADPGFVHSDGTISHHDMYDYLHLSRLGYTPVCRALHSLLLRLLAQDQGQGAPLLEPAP
pPAFAH inh = pPAFAH (human) enzyme inhibition; Q13093; inhibition, % at 3.39 µM; recombinant pPAFAH, FP-rhodamine probe fluorescence polarization; 330,000 tested, 1.5% active;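 active = inhibition above the mean inhibition across the screen plus 3 SD, cut at about 25% in these data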;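 also: inhibitors block binding of the rhodamine activity-based probe so polarization drops; 0% = enzyme with DMSO and 100% = wells lacking pPAFAH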
GSTO1 counter = GSTO1 inhibition, counter-screen for RBBP9 inhibitors; P78417; recombinant GSTO1, activity-based probe fluorescence polarization; inhibition, % at 5.96 µM; 300,000 tested, 1.1% active;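 active = inhibition above the campaign mean inhibition plus 3 SD, cut at about 35% in these data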;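 also: 0% = GSTO1-1 with DMSO and 100% = wells lacking GSTO1-1 enzyme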
LYPLA2 inh = counter-screen for PME1 inhibitors: inhibitors of human LYPLA2; O95372; recombinant LYPLA2, FP-Rh probe fluorescence polarization; inhibition, % at 5.9 µM; 320,000 tested, 0.38% active;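 active = inhibition above the screen-wide mean plus 3 SD, limit set per campaign, cut at about 26% in these data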;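 also: 0% = LYPLA2 with DMSO and 100% = wells lacking LYPLA2 enzyme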
Target sequence (O95372 whole entry, looked up): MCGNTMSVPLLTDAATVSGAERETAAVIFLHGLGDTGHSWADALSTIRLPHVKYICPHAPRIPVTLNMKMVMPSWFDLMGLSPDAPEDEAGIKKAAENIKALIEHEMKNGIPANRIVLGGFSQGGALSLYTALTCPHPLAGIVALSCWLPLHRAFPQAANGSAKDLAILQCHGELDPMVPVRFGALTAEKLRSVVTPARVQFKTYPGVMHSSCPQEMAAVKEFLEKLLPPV
PME-1 inh = PME-1 (human) inhibition. Q9Y570. recombinant PME-1, FP-Rh probe fluorescence polarization. inhibition, % at 5.9 µM. 320,000 tested, 0.53% active. AID 2130;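 active = inhibition above the campaign mean of all compounds plus 3 SD, cut at about 26% in these data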;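 also: competitive labeling of PME-1 active site by serine hydrolase directed probe; 0% = PME-1 with DMSO and 100% = wells lacking PME-1 enzyme; inhibitors block probe labeling so polarization falls and inhibition rises; many of its hits are not listed in these tables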
Target sequence (Q9Y570 whole entry, looked up): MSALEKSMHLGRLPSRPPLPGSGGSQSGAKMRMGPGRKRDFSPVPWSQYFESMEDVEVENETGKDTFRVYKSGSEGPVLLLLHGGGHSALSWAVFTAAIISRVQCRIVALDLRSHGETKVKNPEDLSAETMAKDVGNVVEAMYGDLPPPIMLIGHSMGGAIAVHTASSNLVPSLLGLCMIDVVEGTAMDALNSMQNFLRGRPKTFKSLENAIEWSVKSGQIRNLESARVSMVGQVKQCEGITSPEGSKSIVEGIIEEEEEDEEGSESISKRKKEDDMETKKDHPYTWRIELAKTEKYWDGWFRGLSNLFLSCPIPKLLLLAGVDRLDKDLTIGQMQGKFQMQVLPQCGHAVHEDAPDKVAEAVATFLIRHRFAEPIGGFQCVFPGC
* hit, by the source's call; nt = not tested or not shown.

no.	compound	PAFAH1B2 inh	LYPLA1 counter	PAFAH2 FP inh	PAD4 FP inh	PAFAH1B3 inh	pPAFAH inh	GSTO1 counter	LYPLA2 inh	PME-1 inh
1	CCc1c(C)c(C#N)c2nc3ccccc3n2c1N(C)C	0	-1	-9	-1	6	2	1	0	-1
2	COc1cccc(C(C(=O)NC2CCCC2)N(C(=O)CNC(=O)c2ccco2)c2cccnc2)c1 (stereo not given)	5	-3	4	3	8	3	3	0	2
3	O=C1OC2CC3CC1CC(O)(C3)C2 (stereo not given)	-3	0	-9	3	6	2	2	6	-5
4	O=C(CSc1nnc(NC(=O)c2ccccc2)s1)NCC1CCCO1 (stereo not given)	6	0	0	-1	0	3	-4	14	-4
5	Nc1nc(SCCO)[nH]c(=O)c1NC(=O)c1ccc(Br)o1	5	-4	-2	3	5	-12	4	-10	5
6	O=C1CNC(=O)/C1=C/c1ccc(O)cc1	9	2	11	-1	4	4	2	10	-3
7	CCc1nnc(NC(=O)CN2CCN(S(C)(=O)=O)CC2)s1	5	1	-3	2	8	2	3	3	4
8	Cc1ccc(C2CC(=O)C(C=NCCN3CCN(C(=S)Nc4ccc(F)cc4)CC3)=C(O)C2)cc1 (stereo not given)	8	-3	-5	-1	-3	-2	-5	-2	-1
9	O=C(CSC1CCCCC1)Nc1ccccc1Br	5	-2	2	0	3	5	-3	1	0
10	Cc1oc(-c2cc(F)cc(F)c2)nc1CN1CCSCC1	1	7	4	-2	4	-1	-5	-2	5
11	C[n+]1cccc(/C=N/NC(=O)CC23CC4CC(CC(C4)C2)C3)c1	3	-2	-4	-3	13	3	-3	2	0
12	Cc1ccc2cc3c(N)c(C(=O)N4CC(=O)Nc5ccccc54)sc3nc2c1	nt	-3	nt	-3	nt	-8	3	-8	2
13	O=C1CN(c2ccccc2)C(=S)N1C(=O)c1ccc(Br)cc1	3	-6	-6	2	-1	-2	4	-8	-4
14	C/C(CC(=O)Nc1ccc(Cl)cc1C(F)(F)F)=N\NC(=O)c1cccs1	4	-4	1	-3	4	0	-12	-1	1
15	CCOC(=O)N1CCC(NC(=O)c2cc(S(=O)(=O)N3CCC4(CC3)OCCO4)ccc2F)CC1	1	2	4	4	2	6	2	0	3
16	COc1ccccc1NC(=O)/C(C#N)=C/c1ccncc1	-6	2	-1	-5	4	2	-4	-6	-7
17	Cc1ccc(NC(=O)c2cc(C)nn2-c2ccccc2)cc1	0	-1	-6	4	2	0	12	1	-6
18	Cc1cccc(Oc2ccccc2NC(=O)c2cnccn2)c1	-1	-1	0	1	-8	17	4	1	-2
19	CCN1CN(Cc2ccco2)CNC1=S	4	9	1	0	13	-4	-3	5	5
20	O=C(O)c1ccc(S(=O)(=O)c2ccc3c(c2)C(=O)N(Cc2ccco2)C3=O)cc1	1	5	0	-1	5	2	1	12	-2
21	Cc1ccc(S(=O)(=O)N2CC=C(C(=O)NCc3ccccc3)CC2)cc1	12	2	3	0	2	4	1	6	1
22	CN(Cc1cccc(F)c1)C(=O)CN1C(=O)NC2(CCc3ccccc32)C1=O (stereo not given)	4	2	-3	1	6	-2	nt	6	1
23	COc1ccc(/C=C/C(=O)NCCc2ccc(S(N)(=O)=O)cc2)cc1	0	1	-4	-4	5	-1	-2	14	-4
24	Cc1coc2cc3oc(=O)c(CCC(=O)NCc4ccccn4)c(C)c3cc12	-1	1	-3	-1	12	4	6	9	-2
25	Cc1nnc(NC(=O)c2ccc(S(=O)(=O)N3CCCCC3)cc2)s1	7	nt	2	-4	5	2	nt	nt	nt
26	Cc1cc(CCN2CCC(=O)NC2=O)ccc1OC(C)C	2	-2	5	-3	3	-1	2	0	0
27	Cc1ccc(NC(=O)c2oc(=O)c3ccccc3c2-c2ccccc2)c(C)c1	-3	-2	9	-6	1	11	6	-1	0
28	CCCN(CCC)C(=O)Cn1c(=O)c2ccccc2n2c(=S)sc(-c3ccccc3C)c12	6	1	-1	3	12	-1	0	5	-4
29	CC(CCc1ccccc1)NC(=O)COC(=O)c1ccc(F)cc1 (stereo not given)	-1	-6	28	2	-1	11	7	0	-6
30	NS(=O)(=O)c1ccc(N2N=C(c3ccccc3)CC2c2ccccc2)cc1 (stereo not given)	2	-1	7	-2	4	12	-9	1	12

An excerpt from above in order of number of heavy atoms, descending:
no.	compound	PAFAH1B2 inh	LYPLA1 counter	PAFAH2 FP inh	PAD4 FP inh	PAFAH1B3 inh	pPAFAH inh	GSTO1 counter	LYPLA2 inh	PME-1 inh
15	CCOC(=O)N1CCC(NC(=O)c2cc(S(=O)(=O)N3CCC4(CC3)OCCO4)ccc2F)CC1	1	2	4	4	2	6	2	0	3
28	CCCN(CCC)C(=O)Cn1c(=O)c2ccccc2n2c(=S)sc(-c3ccccc3C)c12	6	1	-1	3	12	-1	0	5	-4
21	Cc1ccc(S(=O)(=O)N2CC=C(C(=O)NCc3ccccc3)CC2)cc1	12	2	3	0	2	4	1	6	1
29	CC(CCc1ccccc1)NC(=O)COC(=O)c1ccc(F)cc1 (stereo not given)	-1	-6	28	2	-1	11	7	0	-6

Structural class: the entries above containing bromine (3)
no.	compound	PAFAH1B2 inh	LYPLA1 counter	PAFAH2 FP inh	PAD4 FP inh	PAFAH1B3 inh	pPAFAH inh	GSTO1 counter	LYPLA2 inh	PME-1 inh
5	Nc1nc(SCCO)[nH]c(=O)c1NC(=O)c1ccc(Br)o1	5	-4	-2	3	5	-12	4	-10	5
9	O=C(CSC1CCCCC1)Nc1ccccc1Br	5	-2	2	0	3	5	-3	1	0
13	O=C1CN(c2ccccc2)C(=S)N1C(=O)c1ccc(Br)cc1	3	-6	-6	2	-1	-2	4	-8	-4

The list continues:
no.	compound	PAFAH1B2 inh	LYPLA1 counter	PAFAH2 FP inh	PAD4 FP inh	PAFAH1B3 inh	pPAFAH inh	GSTO1 counter	LYPLA2 inh	PME-1 inh
31	COc1ccccc1NS(=O)(=O)c1ccc(C)c(C(=O)NC2=NCCS2)c1	-2	-3	-4	2	2	7	nt	2	3
32	Cc1ccccc1NC(=O)C1=CC=CN2CCS(=O)(=O)N=C12	-2	0	-6	-4	7	6	nt	-2	-1
33	O=C(CCc1ccccc1)Nc1ccc(N2CCOCC2)c(Cl)c1	5	-1	-7	7	2	2	10	1	1
34	COc1cc(C(=O)N(C)C2CCCCC2)ccc1OC1CCN(C(C)=O)CC1	-1	-5	-6	0	-2	-6	7	-1	-6
35	COC(=O)NC(NS(=O)(=O)c1ccccc1)(C(=O)OC)C(F)(F)F (stereo not given)	5	0	4	-1	8	7	36*	-4	3
36	NC1=NC(=O)/C(=C\C=C\c2ccccc2)S1	-2	2	-9	-4	10	3	-2	5	-3
37	COc1ccc(C2/C(=C(\O)c3ccc4c(c3)OCCO4)C(=O)C(=O)N2CCCn2ccnc2)cc1 (stereo not given)	0	-3	3	-6	4	1	10	5	1
38	COc1ccc(CC2(CO)CCN(CC3=Cc4cc(Cl)ccc4OC3)CC2)cc1	3	1	-1	-7	11	-8	-2	0	-3
39	O=C(c1cc(-c2ccc(Cl)c(Cl)c2)on1)N1CCN(c2ccccc2)CC1	-1	-1	-2	-1	0	5	6	6	-5
40	CCOC(=O)c1c(C)c(-c2ccccc2)n(CC(=O)N2CCCC2)c1C	2	1	2	-4	4	4	-5	-2	6
41	S=C(Nc1ccc(Cl)cc1)Nc1cccc2cnccc12	3	-3	3	-2	13	19	38*	10	3
42	COc1ccc(NC(=O)N2CCC(c3ccccc3)C2)c(OC)c1 (stereo not given)	4	-2	-2	1	0	8	-1	-1	3
43	CCn1c(=O)c2cc(S(=O)(=O)NCc3ccccc3)ccc2n(CC)c1=O	4	2	10	2	7	5	5	-1	-3
44	O=S(=O)(c1ccc2ccccc2c1)N1CCOCC1	4	0	0	-2	4	2	-1	4	3
45	CCC(=O)N1CCc2cc(Br)cc(S(=O)(=O)N3CCC(C(=O)NC(C)C)CC3)c21	0	1	10	0	5	7	0	2	3
46	CCCc1ncc(C(O)c2ccccc2OC)n1C (stereo not given)	nt	0	nt	-4	nt	2	5	1	-7
47	COc1cc2cnc(-c3ccccc3)cc2cc1OC	7	nt	-3	1	8	4	nt	nt	nt
48	CCOc1ccc(NC(=O)c2ccc(N3CC4CC(C3)c3cccc(=O)n3C4)c(NC(=O)CCN3CCOCC3)c2)cc1 (stereo not given)	4	-1	-1	-2	1	15	1	2	0
49	CC(C)N1CCN(S(=O)(=O)c2ccc3ccccc3c2)CC1	1	-4	4	-5	2	0	-6	8	6
50	O=C(CSc1nc2cc(Cl)ccc2s1)N1CCN(C(=O)c2ccco2)CC1	4	-4	3	-3	6	4	-1	0	0
51	COC(=O)c1cccc(NC(=O)CSc2nc(=O)cc(N)n2-c2ccccc2)c1	1	1	5	1	8	4	1	1	2
52	C=CCOc1ccc(C(c2c(C)n(C)n(-c3ccccc3)c2=O)c2c(C)n(C)n(-c3ccccc3)c2=O)cc1	1	5	19	-5	4	-3	-4	8	4
53	Cc1cc(NC(=O)c2ccco2)ncc1NC(=O)CCc1ccccc1	-3	1	13	-2	9	-1	0	5	-2
54	COC(=O)CSC1=C(C#N)C(c2ccccc2OC)C(C(=O)OC)C(=O)N1 (stereo not given)	6	1	3	-1	5	-2	2	-2	1
55	O=C(Nc1nnc(SCc2ccccc2)s1)c1cccs1	18	1	5	7	11	1	-44	4	-4
56	O=C1C2C3C=CC(CC3)C2C(=O)N1c1ccc([N+](=O)[O-])cc1 (stereo not given)	0	0	6	0	3	8	0	3	3
57	Cn1c(SCc2cccc(Br)c2)nc2ccccc2c1=O	0	-10	6	2	5	5	-4	-5	-11
58	Cc1ccc(OCC(=O)NNC(=O)Cn2nnc(-c3ccccc3)n2)cc1	4	2	-1	-5	-2	3	-3	1	-1
59	Cc1ccc(C(c2nnnn2C2CCCC2)N2CCN(c3nc4ccccc4s3)CC2)cc1 (stereo not given)	-2	0	-3	1	5	3	1	2	-4
60	CN1CC=C2C(C#N)=C(N)C(C#N)(C#N)C(c3cccc(Cl)c3Cl)C2C1 (stereo not given)	8	1	3	0	6	5	-6	-3	13
61	CNC(=O)c1csc(-c2ccc(C)cc2)n1	5	-1	5	4	6	4	1	3	-7

Compound activity deposited in PubChem BioAssay by The Scripps Research Institute Molecular Screening Center.

An excerpt. The share of hits here may be higher or lower than overall.
